From PubChem BioAssay
NCI-60 one-dose screen, 48 h, at 10 µM unless noted. Numbers give growth in % (100 = growth as untreated, 0 = no growth, -100 = all killed).
HL-60(TB) = HL-60(TB) leukemia cells. 78,000 tested, 9% active; active means growth percent below 10
* = called active by the depositor; & = joins results of further samples; [ ] = remark or other dose. These rows are one share of the data; count on the stated rates, not on these rows.

Preview (five entries):
SMILES	HL-60(TB)
C/C(=C(/c1ccc(Cl)cc1)c1ccc(OCCN2CCCC2)cc1)c1ccccc1	70
CC1(C)N=C(N)N=C(N)N1c1ccc(S(=O)(=O)Nc2ccccn2)cc1	109
COC(=O)[C@@H]1CCCN1C(=O)C1=C(C)NC(=S)NC1c1cccc(O)c1 (stereo partly specified)	96
C/C(=C\c1ccccc1Cl)c1ccccn1	120
NC(=S)NN=C1CCCC1	95

The listing (from the top)
SMILES	HL-60(TB)
C/C(=C(/c1ccc(Cl)cc1)c1ccc(OCCN2CCCC2)cc1)c1ccccc1	70
CC1(C)N=C(N)N=C(N)N1c1ccc(S(=O)(=O)Nc2ccccn2)cc1	109
COC(=O)[C@@H]1CCCN1C(=O)C1=C(C)NC(=S)NC1c1cccc(O)c1 (stereo partly specified)	96
C/C(=C\c1ccccc1Cl)c1ccccn1	120
NC(=S)NN=C1CCCC1	95
CCN(CC)CCCC(C)Nc1ccnc2ccc(Cl)cc12 (stereo unspecified)	79
CCCCCCC(C)CC1=C(O)c2ccccc2C(=O)C1=O (stereo unspecified)	37
O=C(NCCc1ccccc1)c1cc2cccc([N+](=O)[O-])c2[nH]1	115
COc1ccc(C2OC23Cc2ccccc2C3=O)cc1OC (stereo unspecified)	104
Cc1cccc(C[C@H](NC(=O)Nc2ccc(C)cc2F)C(=O)N[C@@H]2C(=O)N3C[C@H](O)C[C@H]3C(=O)N3CCN(C)C[C@H]3C(=O)N[C@@H](C)C(=O)N3C[C@H](C)C[C@H]3C(=O)O[C@H]2C)c1	24
O=C1CCCN1c1cccc2cccnc12	101
CCCCC1CCc2cccc3c(SCC(=O)N(C)c4ccc(Oc5ccccc5)cc4)cc[n+]1c23 (stereo unspecified)	95
CCOC(=O)c1cc(C(=O)c2ccc(Cl)cc2)n2ccc(-c3cc[n+](CC(=O)c4ccc(OC)cc4)cc3)cc12	25
COC(=O)Cn1c(=O)c2cc(Cl)ccc2c2cnc3[nH]ccc3c21	81
Nc1[nH]c(=O)[nH]c(=O)c1N=Nc1ccc(S(=O)(=O)Nc2nccs2)cc1	95
Cc1ccc2oc(=O)cc(C(CC(=O)O)c3c(C)[nH][nH]c3=O)c2c1 (stereo unspecified)	99
O=C(Nc1ccc2c(ccn2C(=O)c2cccc(F)c2)c1)c1cnccn1	117
N#CSCC(=O)c1ccc(Cl)cc1	73
O=C(NCc1cccnc1)c1nc(-c2ccc(-n3cccc3)cc2)no1	79
CCOC(=O)c1cnc2c(-c3ccc(Br)cc3)cnn2c1	91
O=C1C(Cl)C(c2ccc(Cl)cc2)N1n1cnnc1 (stereo unspecified)	94
CCN(CC)C(=O)CC1=C(C)/C(=C/c2[nH]c(-c3ccc[nH]3)cc2OC)N=C1C	0.5*
Cn1c(/C=C(\C#N)c2cccc(C(F)(F)F)c2)nc2c(N3CCOCC3)nc(Cl)nc21	-25*
CN(C)Cc1cc(CN(C)C)c(O)c(CN(C)C)c1	73
CSc1nc(C(=O)O)c(C)c(=O)[nH]1	99
CN1CCN(CN2N=C3c4ccsc4CCCC3CC2=O)CC1 (stereo unspecified)	95
COc1cc(C2CC(c3ccc(SC)cc3)=NN2C(C)=O)cc(OC)c1OC (stereo unspecified)	18
O=C(O)C1CC1c1ccc(Cl)cc1 (stereo unspecified)	90
O=[N+]([O-])c1cccc2cn[nH]c12	93
CC(=O)OC[C@H](O)[C@@]1(O)CC[C@H]2[C@@H]3CCC4=CC(=O)CC[C@]4(C)[C@H]3[C@@H](O)C[C@@]21C	101
COc1cccc(/C=N/C(=S)NC2(C)C3CCC(C3)C2(C)C)c1O (stereo unspecified)	75
CCC1(c2ccc(F)cc2)NC(=O)NC1=O (stereo unspecified)	93
O=C(O)c1ccc(S(=O)(=O)Nc2ccccc2)cc1	104
COc1cc(C(=O)N2CCN(c3ccccc3OC)CC2)c(N)cc1OCCCN1CCN(c2ccccc2OC)CC1	85
Nc1c(C(=O)c2ccc(Cl)cc2)oc2nc(-c3cnccn3)cc(-c3cccs3)c12	95
CC1(C)CC[C@]2(C(=O)N3CCOCC3)CC[C@]3(C)C(=CC[C@@H]4[C@@]5(C)C/C(=C/c6ccncc6)C(=O)C(C)(C)[C@@H]5CC[C@]43C)[C@@H]2C1	-38*
CC1(C)CC(=O)C2=C(C1)N(c1ccc(F)cc1F)C(N)=C(C#N)C2c1ccc(Br)cc1 (stereo unspecified)	101
CCOC(=O)C(CC/C=N/Nc1ccccc1)(NC(C)=O)C(=O)OCC	96
CCCCCCCCCCCCCCCC1=NC(C)(C)CN1C(C)C	-63*
O=C1NC(=O)C(=Nc2c(O)[nH]c(=O)[nH]c2=O)C(=O)N1	100
Nc1[nH][nH]c2nc3c(cc12)nc1ccccc13	104
COc1ccc(/C=C/C(=O)c2ccc(NC(=O)CSc3nnc(-c4ccc5nc(-c6ccc(OC)c(OC)c6)[nH]c5c4)o3)cc2)cc1	79
C[C@]12CCC(=O)C[C@@H]1CC[C@@H]1[C@@H]2CC[C@]2(C)OCCC[C@@H]12	97
C(=N\Nc1nnc2n1N=C(c1ccccc1)CS2)/c1ccsc1	99
CCOC(=O)c1cc(C(=O)OC)n2c1ccc1c3ccccc3ccc12	102
Clc1ccc(-c2nnc(Cn3cc(-c4ccccc4)nn3)o2)cc1	100
O=C1C2C3C=CC(C3)C2C(=O)N1O (stereo unspecified)	101&93
COc1ccc(COc2ccc(Nc3ncnc4onc(-c5ccccc5)c34)cc2)cc1	97
N#Cc1c(-c2cccc(Cl)c2)cc(-c2ccc3ccccc3c2)[nH]c1=O	82
CC(=O)OCC(OC(C)=O)C(OC(C)=O)C1OC(Oc2ccccc2)C(OC(C)=O)C1OC(C)=O (stereo unspecified)	94
C=CCCC(=O)N1C=CC(=O)[C@H](O)[C@@H]1/C=C/c1ccccc1	32[100 µM]
COc1nc(OC)nc(-c2cc(-c3cc(OC)c(OC)c(OC)c3)no2)n1	95
Cc1noc(N)c1C(=O)Nc1ccccc1F	100
CCOC(=O)C1CCCC(=O)C1Cc1cccc(OC)c1 (stereo unspecified)	97
CC(NC(=O)CCl)C(=O)O (stereo unspecified)	106
N#Cc1c(-c2ccc(Cl)cc2)nc(SC(=O)c2ccc(F)cc2)[nH]c1=O	108
CCCCn1cc(-c2nc3ccccc3s2)c2cccnc21	100
O=C(CCC(=O)Nc1nccs1)Nc1ccc(S(=O)(=O)N2CCOCC2)cc1	108
COc1cc(N)c2ncccc2c1Br	106
COc1cc(-c2ccc3ncnc(NCc4ccccc4)c3c2)cnc1OC	66
Next part:
SMILES	HL-60(TB)
C[C@@H](O)/C=C/[C@H]1C(CO)=CC(=O)CC1(C)C	93
FC(F)(F)c1ccc(/C=N/Nc2nnc3n2N=C(c2ccc(Cl)cc2)CS3)cc1	93
O=C(S)c1cccc([N+](=O)[O-])c1	95
O=C(N1CCN(c2ccccc2)CC1)N1CCN(c2ccccc2)CC1	98
O=C(C1=CNC(=S)NC1c1ccc(O)cc1)c1cc2ccccc2oc1=O (stereo unspecified)	79
CCN(CC)CC(C)(C)C(O)c1ccc(OC)c2ccccc12 (stereo unspecified)	100
Oc1ccc(Nc2ncnc3c2cnn3-c2cccc(F)c2)cc1	93
CCOC(=O)C1=C(C)NC(SCc2nnc(-c3ccc(Cl)cc3)o2)=NC1c1ccc(OC)cc1 (stereo unspecified)	97
O=c1[nH]c(C(F)(F)C(F)(F)C(F)(F)F)no1	103
Cc1cc(=O)c2c(o1)C(=O)c1occc1C2=O	111
CC(C)(C)n1cc(-c2ccnc(NCCNS(=O)(=O)c3ccc(Cl)cc3)c2)c(-c2cccc(O)c2)n1	39
COC(=O)c1sc2nc(CN3CCCc4ccccc43)[nH]c(=O)c2c1C	88
NS(=O)(=O)c1cccs1	88
CC1(C)[C@@H]2C[C@@]34CCCN3C(=O)[C@]2(C[C@@]12Nc1ccccc1C2=O)NC4=O	100
CCOc1ccc(NC(=O)Cn2cnc3c(cc(-c4ccccc4)n3-c3ccccc3)c2=O)cc1	104
Cc1ccc(Cn2cc(CSc3nc4ccccc4o3)nn2)cc1	115
O=C(c1ccccc1)C(CCc1ccccn1)CCc1ccccn1	107
O=C(CCN1CC2CCC(CC2)C1)c1cccc2ccccc12	97
CCCCN(CCCC)CC(O)c1c(OC)ccc2ccccc12 (stereo unspecified)	87
CC(C)(C)n1nc(C2CC2)c(Br)c1NC(=O)c1ccccc1F	104
CCc1ccc(CCCC(=O)O)cc1	99
Nc1c(-c2nc3ccccc3[nH]2)nnn1-c1ccc(Cl)cc1	112
O=c1cc(NC2CCN(CCCc3ccccc3)CC2)c2cc(Cl)ccc2o1	-7.0*
COc1ccc(-c2cnnn2-c2nonc2-n2cccc2)cc1	-38*

4 entries from above, field by field:
C=CCCC(=O)N1C=CC(=O)[C@H](O)[C@@H]1/C=C/c1ccccc1
  HL-60(TB) = 32[100 µM]

COc1nc(OC)nc(-c2cc(-c3cc(OC)c(OC)c(OC)c3)no2)n1
  HL-60(TB) = 95

Cc1noc(N)c1C(=O)Nc1ccccc1F
  HL-60(TB) = 100

CCOC(=O)C1CCCC(=O)C1Cc1cccc(OC)c1 (stereo unspecified)
  HL-60(TB) = 97

Additional results:
SMILES	HL-60(TB)
CSc1ccc(OC(C)=O)cc1C	98
O=c1[nH]c2cc(Cl)ccc2nc1C1=C(O)c2ccccc2C1	103
O=C(O)c1cc2ccccc2s1	112
COc1cc(C(=O)NNC(=O)CSc2nnc(-c3ccc(Cl)cc3)o2)cc(OC)c1OC	97
Oc1ccc2ccc(O)cc2c1	106
COc1ccc(-c2csc(NC(=O)CN3CCN(c4cc5c(cc4F)c(=O)c(C(=O)O)cn5C4CC4)CC3)n2)cc1	-25*
CC(=O)Nc1ccc(S(=O)(=O)O)c(N)c1	109
COc1cc(-c2nc3ccc(C(=O)NN4C(=O)c5ccccc5C4=O)cc3[nH]2)cc(OC)c1OC	86
CCOC(=O)C(=O)/C(=C\c1ccc(Cl)cc1)C(=O)N1C(=S)NC(=O)C1CC(C)C (stereo unspecified)	111
CNC(=O)c1cc(Oc2ccc3nc(Nc4cc(Cl)cc(Cl)c4)ccc3c2)ccn1	48
CCOC(=O)c1nnn(C(Cc2ccccc2Cl)C(=O)OCC)c1C (stereo unspecified)	97
OC(COc1ccccc1Cl)CN1CCN(c2ccc(Cl)cc2)CC1 (stereo unspecified)	109
Cc1ccc(-c2cc(-c3ccc(N4CCOCC4)cc3)n3c(n2)nc2ccccc23)cc1	94
Cc1ccc(S(=O)(=O)c2nc(S(=O)(=O)NCc3ccccc3)sc2Cl)cc1	87
CC(C)COP(=O)(OCC(C)C)OCC(C)C	98
c1ccc2c(-c3cnn4cc(-c5ccc(N6CCNCC6)cc5)cnc34)ccnc2c1	-56*
O=C(Nc1ncc(Cc2ccc(F)cc2)s1)C(=S)N1CCOCC1	98
C/C(=N\NC(=S)Nc1ccc(Br)cc1)c1cc2ccccc2oc1=O	1.5*
Cc1onc(-c2ccccc2)c1C(=O)N/N=C/c1cc(Cl)cc(Cl)c1O	16
O=C(/C=C/C(=O)Oc1ccccc1C(=O)O)Oc1ccccc1C(=O)O	111
Cc1cc(/C=C2\SC(=S)NC2=O)cc(C)c1O	38
COc1cc(/C=C2\CN(S(=O)(=O)c3ccc(C)cc3)C/C(=C\c3cc(CN4CCOCC4)c(O)c(OC)c3)C2=O)cc(CN2CCOCC2)c1O	-15*
O=C(Cc1ccccc1[N+](=O)[O-])NCC(O)c1ccc2c(c1)OCO2 (stereo unspecified)	71
NS(=O)(=O)c1ccc(NC(=O)c2csc(-c3ccc([N+](=O)[O-])cc3)n2)cc1	97
CC(C)CC(NC(=O)C(CCC(=O)O)NC(=O)C(CC(=O)O)NC(=O)C(CCCCN)NC(=O)C(C)NC(=O)C(NC(=O)C(CCC(=O)O)NC(=O)C(CC(=O)O)NC(=O)CNC(=O)C(CCCN=C(N)N)NC(=O)C(N)CCCN=C(N)N)C(C)O)C(N)=O (stereo unspecified)	92
CCCCN1C(=O)/C(=c2\sc3n(c2=O)C2C(NN=3)N(CCC)C(=O)N2CCC)c2ccccc21 (stereo unspecified)	96
Brc1ccccc1Nc1ccc2nnc(-c3ccncc3)n2n1	96
CCCCNC(=O)C1(N2C(=O)c3ccccc3C2=O)CCCC1	102
CCOC(=O)CC(NCCN1CC1)C(=O)OCC (stereo unspecified)	140
NS(=O)(=O)Oc1ccc(NC(=O)NC23CC4CC(CC(C4)C2)C3)cc1	85
CCC1(c2ccccc2)SCC(c2ccccc2)=NC1=O (stereo unspecified)	92
CC(=O)O[C@H]1CC[C@]2(C)C3=C(CC[C@H]2C1(C)C)[C@]1(C)CC[C@H](C(CC[C@H](C)C(C)C)=C(c2ccccc2)c2ccccc2)[C@@]1(C)CC3	99
COC(=O)[C@H](Cc1ccc(O)cc1)NC(=O)C1(C)CCC[C@]2(C)[C@H]3C[C@H]4C(C(C)C)=C[C@]3(CC[C@@H]12)[C@@H]1C(=O)CCC(=O)[C@@H]14 (stereo partly specified)	108
CC(=O)O[C@@H]1CC[C@]2(C)[C@H]3CC[C@]4(C)[C@@H](OC(C)=O)CC[C@H]4[C@@H]3C[C@@H]3SC(c4cccc(F)c4)=N[C@@]32C1	98
C[C@]12CC[C@H]3[C@@H](C[C@@H]4SC(Nc5cccc(F)c5)=N[C@@]45CC(=O)CC[C@]35C)[C@@H]1CCC2=O	8.6*
CC/C(=C(/c1ccc(Cl)cc1)c1ccc(OCCN(C)C)cc1)c1ccc(OC)cc1	85
C#CCNC(=O)c1cc(C(=O)c2ccc(C)cc2)n2ccc(-c3ccncc3)cc12	98
CCOc1ccc(N2C(=O)N(c3ccc(C)cc3)C(=O)C2=S)cc1	96
CC(COc1ccccc1)N(CCCl)Cc1ccccc1 (stereo unspecified)	76
OCCCNc1nc(O)c(/C=C2\C=Nc3ccccc32)s1	77
